# Screening results deposited in PubChem BioAssay by PCMD.
# FXIa inh mix: factor XIa (human) inhibition, mixture screen | P03951 | purified FXIa, fluorogenic substrate, pooled mixtures | inhibition, % at 5 µM | AID 680 | hit rate 0.19% among 62,000;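 note: each value is inhibition by a whole ten-compound pool holding the compound; 0% = enzyme with no mixture and 100% = wells lacking enzyme; strong numbers were not always called active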
# Cathepsin G inh: inhibitors of human cathepsin G. hit rate 0.2% among 62,000. inhibition, % at 5 µM (by protocol). P08311. purified enzyme, AMC-tetrapeptide fluorescence, pooled mixtures;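 active = inhibition above 20% in each of the two mixture wells holding the compound; inactive = inhibition of 20% or less in either well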;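 note: 0% = enzyme control without mixture and 100% = blank lacking enzyme; strong numbers were not always called active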
# Target sequence (P08311 21-244 limits assumed): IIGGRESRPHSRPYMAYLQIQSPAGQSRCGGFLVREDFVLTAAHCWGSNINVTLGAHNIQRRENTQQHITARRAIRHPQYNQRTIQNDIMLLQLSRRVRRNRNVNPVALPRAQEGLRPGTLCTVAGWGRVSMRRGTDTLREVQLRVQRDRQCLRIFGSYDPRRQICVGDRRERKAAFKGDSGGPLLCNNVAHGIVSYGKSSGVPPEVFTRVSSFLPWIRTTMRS
# C1s block: blocks human complement C1s protease activity | P09871 | purified C1s, fluorogenic AMC substrate, pooled mixtures | mean inhibition % of two 10-compound mixtures (stronger effect = higher value), % at 5 µM (by protocol) | hit rate 0.16% among 62,000;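 active = inhibition above 20% in each of the two 10-compound mixture wells holding the compound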;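 note: 0% = enzyme wells lacking compound mixture and 100% = no-enzyme blank wells; some compounds called inactive have numbers as strong as hits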
# Target sequence (P09871 16-437 limits assumed): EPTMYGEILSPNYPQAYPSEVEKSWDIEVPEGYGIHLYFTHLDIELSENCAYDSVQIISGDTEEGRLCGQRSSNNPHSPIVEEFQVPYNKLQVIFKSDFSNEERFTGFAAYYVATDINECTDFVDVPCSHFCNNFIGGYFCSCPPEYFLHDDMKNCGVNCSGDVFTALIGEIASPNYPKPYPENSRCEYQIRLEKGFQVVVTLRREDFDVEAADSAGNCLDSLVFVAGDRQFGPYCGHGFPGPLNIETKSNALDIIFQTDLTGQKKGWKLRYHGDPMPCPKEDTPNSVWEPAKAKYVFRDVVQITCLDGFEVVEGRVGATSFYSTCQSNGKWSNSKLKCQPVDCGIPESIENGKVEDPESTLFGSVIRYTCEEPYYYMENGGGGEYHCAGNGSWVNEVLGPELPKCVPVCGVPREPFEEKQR
# Target sequence (P09871 438-688 limits assumed): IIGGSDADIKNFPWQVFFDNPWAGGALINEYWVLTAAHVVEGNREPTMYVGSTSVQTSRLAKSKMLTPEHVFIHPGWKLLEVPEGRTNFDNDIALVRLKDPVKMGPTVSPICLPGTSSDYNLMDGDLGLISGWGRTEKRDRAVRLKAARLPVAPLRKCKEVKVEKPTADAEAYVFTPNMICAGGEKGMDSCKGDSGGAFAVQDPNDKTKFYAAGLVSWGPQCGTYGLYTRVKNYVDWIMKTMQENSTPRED
# AP complement: alternative pathway complement inhibition, orthogonal assay. Human serum alternative complement pathway, LPS-coated ELISA, C3 deposition; tested in compound mixtures. inhibition, % at 5 µM. hit rate 0.08% among 62,000;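 active = inhibition above 30% in each of the two pooled mixtures holding the compound, so the lower value exceeds 30%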;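 note: 0% = serum in Mg-EGTA without compound and 100% = EDTA serum blank; some compounds past the cut are filed as inactive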
#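 Assay system: human serum alternative complement pathway, C3 deposition on LPS-coated wells; Dosing: 5 µM per compound in ten-compound mixtures; Detection: Anti-C3 ELISA, OD 450 nm; Buffer or medium: Mg2+-EGTA GVB++ buffer containing human serum at 1:15 dilution; Timing: 1 h at 37 °C; Replication: two different pools per compound.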
# CatB mixtures: inhibitors of human cathepsin B in compound mixtures; P07858; Purified cathepsin B, AMC dipeptide fluorescence; inhibition, %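 (ten-compound pools at 5 µM per compound and 50 µM total)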; hit rate 0.06% among 62,000; AID 488; in the data active = inhibition above about 22%, passing the limit was not always enough;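 note: 0% = enzyme without compound and 100% = no enzyme blank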
# FXIIa inh mix: blocks human factor XIIa in pooled compound mixtures | purified FXIIa, fluorogenic substrate | hit rate 0.2% among 62,000 | inhibition, % at 5 µM;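 note: 0% = enzyme without compound and 100% = no enzyme blank; some results filed as inactive read as strong as hits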
# CatL block: inhibitors of human cathepsin L; purified cathepsin L, fluorogenic substrate, fluorescence; inhibition, %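 (tested at 10 µM)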; hit rate 0.17% among 58,000; AID 460; in the data active = inhibition above about 45%;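 note: 0% = enzyme with no compound and 100% = no enzyme blank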
# CatB inh: blocks human cathepsin B protease activity. inhibition, %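 (tested at 10 µM)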. P07858. purified cathepsin B, fluorogenic substrate, fluorescence. hit rate 0.1% among 63,000; in the data active = inhibition above about 21%;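 note: 0% = enzyme with no compound and 100% = no enzyme blank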
# CatS block: human cathepsin S inhibition | P25774 | recombinant cathepsin S, AMC dipeptide fluorescence, pooled mixtures | inhibition, %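 (tested at 5 µM per compound within 10-compound mixtures)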 | hit rate 0.06% among 62,000; in the data active = inhibition above about 32%, passing the limit was not always enough;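 note: 0% = enzyme without compound and 100% = blank without enzyme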
# Starred values were filed as active, the others as inactive; x = no result given. Cut-off read from the data, not from the text of the source, unless noted: active = inhibition above about 20% (passing the limit was not always enough); inactive = the rest. An excerpt (hit frequency here may not be typical).
SMILES,FXIa inh mix,Cathepsin G inh,C1s block,AP complement,CatB mixtures,FXIIa inh mix,CatL block,CatB inh,CatS block
CCOC(=O)Cn1c(CN(C)Cc2ccccc2)nc2c1c(=O)n(C)c(=O)n2C,5,3,29,-3,8,0,-1,-2,18
CC1CC(c2ccccc2)n2nc(N3C(=O)c4ccccc4C3=O)nc2N1 (centres undefined),6,-2,2,14,3,6,-4,-7,0
Cc1cc(C(=O)CN(Cc2ccc(F)cc2)S(=O)(=O)c2ccc3c(c2)OCCO3)c(C)n1C,-4,7,0,8,2,2,8,1,-2
COc1ccccc1C1CC(=O)NC(C)=C1C(=O)OCC(C)C (centres undefined),4,6,-6,14,4,14,-4,0,-1
CCCOc1ccc(CCN2CCC(=O)NC2=O)cc1C,4,10,16,11,2,6,x,0,0
O=C(CSc1ncn[nH]1)c1ccccc1,9,0,4,3,5,5,x,-3,0
O=C(CSc1nnc(CNC(=O)c2c(F)cccc2Cl)o1)Nc1ccc2c(c1)OCCO2,-1,5,-30,4,1,1,23,1,7
O=C(CSc1nnc(Cn2c(=O)sc3ccccc32)n1-c1ccccc1)NCc1ccco1,3,7,0,13,4,-7,4,2,7
CCc1ccc(NC(=O)CSc2nnc(Cc3cccn3C)n2-c2ccc(OC)cc2)cc1,2,-14,-3,19,-4,4,-10,-3,-2
OC(CN(c1ccccc1)c1ccccc1)Cn1cnc2ccccc21 (centres undefined),7,-5,-39,16,3,1,7,-2,-13
Cc1ccc2c(c1)c1nc3ccccc3nc1n2CCN1CCOCC1,6,10,15,7,4,5,1,4,9
CC(C)(C)c1cc(NC(=O)COC(=O)c2ccc3c(=O)n4c(nc3c2)CCC4)n(-c2ccccc2)n1,5,11,18,10,3,-3,-4,4,-8
CCOC(=O)C1=C(C)Nc2nc(C)nn2C1c1ccc(OCC)c(OC)c1 (centres undefined),4,0,3,8,0,13,x,4,-1
COc1ccc(-c2noc(COc3ccccc3OC)n2)cc1OC,-1,-2,-19,8,4,8,7,10,11
O=C(CCc1ccccc1)Nc1nc2n(n1)C(c1ccccc1)CC(=O)N2 (centres undefined),9,13,16,5,4,6,21,0,4
Cc1ccc(NC(=O)c2ccccc2)s1,5,2,7,-16,-2,7,18,-2,5
CCOc1ccc(-n2c(=O)c3c4c(sc3n(CC(=O)NCc3ccco3)c2=O)CCC4)cc1,4,1,-1,7,5,7,9,-1,16
COc1ccc(S(=O)(=O)N2CCCC(C(=O)Nc3ccc(OC)c(OC)c3)C2)cc1 (centres undefined),-2,9,-1,16,-2,0,7,2,4
COc1ccc(-c2csc(N(CCCN3CCOCC3)C(=O)c3ccco3)n2)cc1,-2,4,-16,9,3,5,5,3,-4
O=C(COc1ccccc1)N(Cc1ccco1)C1CCS(=O)(=O)C1 (centres undefined),-3,6,-4,4,-3,11,31,1,-4
Cc1ccc(N(CC(O)CN2CCCC2)S(=O)(=O)c2ccccc2)cc1 (centres undefined),0,-4,-2,14,-2,14,x,-2,-3
c1ccc(-c2nn3c(-c4ccco4)nnc3s2)nc1,7,0,-3,4,-5,3,-9,-3,-2
CCC(=O)/C=C1\Sc2ccc(OC)cc2N1CC,11,2,3,11,3,0,-5,-1,-9
Cc1ccc(C)c(C(=O)CSc2nnnn2-c2cccnc2)c1,1,11,12,-12,-1,2,16,0,6
Cc1cc(C(=O)CN2C(=O)c3ccccc3S2(=O)=O)c(C)n1CC1CCCO1 (centres undefined),4,2,-2,-2,-2,0,-1,5,7
COc1ccc(CNc2ccc3c(c2)nc(C)n3C)cc1,9,4,3,12,-2,9,4,-1,10
O=C(CSc1nnc(Cc2ccccc2)n1-c1ccccc1)N1CCOCC1,4,0,-2,-4,-4,10,2,-3,0
O=C1COc2ccc(-c3csc(NCC4CCCO4)n3)cc2N1 (centres undefined),2,6,-29,22,-6,0,-4,2,7
CC1CCN(CC(O)COc2ccc(F)cc2)CC1 (centres undefined),6,11,6,12,0,-2,x,3,7
N#CCSc1nnc2c(Cl)cc(Cl)cn12,5,7,5,12,-1,-3,3,0,-4

# A different layout for five compounds above.
molecule	FXIa inh mix	Cathepsin G inh	C1s block	AP complement	CatB mixtures	FXIIa inh mix	CatL block	CatB inh	CatS block
O=C(CSc1nnc(Cn2c(=O)sc3ccccc32)n1-c1ccccc1)NCc1ccco1	3	7	0	13	4	-7	4	2	7
COc1ccc(-c2csc(N(CCCN3CCOCC3)C(=O)c3ccco3)n2)cc1	-2	4	-16	9	3	5	5	3	-4
O=C(CSc1ncn[nH]1)c1ccccc1	9	0	4	3	5	5	x	-3	0
O=C1COc2ccc(-c3csc(NCC4CCCO4)n3)cc2N1 (centres undefined)	2	6	-29	22	-6	0	-4	2	7
N#CCSc1nnc2c(Cl)cc(Cl)cn12	5	7	5	12	-1	-3	3	0	-4

# Other structures follow:
SMILES,FXIa inh mix,Cathepsin G inh,C1s block,AP complement,CatB mixtures,FXIIa inh mix,CatL block,CatB inh,CatS block
CCOCCCn1cnc2c(c1=O)c1nc3ccccc3nc1n2-c1ccc(C)cc1,0,2,1,-8,0,-12,13,3,13
CN(c1ccccc1)c1nc2ccsc2c(=O)s1,6,0,3,2,-2,4,0,-4,-3
O=C(c1ccc2ccccc2c1)N1CCN(c2ccccc2)CC1,32,-2,-5,-8,1,-21,x,0,17
COc1ccc(-n2nnc3c(=O)n(CC(=O)N4CCC(C)CC4)cnc32)cc1,1,7,-2,17,3,15,4,2,2
COc1ccc(C2C(C(=O)N3CCN(c4ccccc4)CC3)c3ccccc3C(=O)N2C)cc1 (centres undefined),-1,7,-3,18,4,4,-5,-1,8
CCS(=O)(=O)N1CCC(C(=O)NCCCN2CCCCCC2)CC1,3,11,5,8,4,-12,x,5,-1
O=C(NC(=O)c1ccccc1)NC1(C(F)(F)F)OCCO1,2,7,-1,12,0,22,-13,0,-6
COc1ccc(N2CCN(c3nc(NCCc4ccc(OC)c(OC)c4)nc(OC)n3)CC2)cc1,12,0,5,9,3,1,-3,4,0
O=C(NCc1ccncc1)c1ccc(Cl)c(S(=O)(=O)N2CCOCC2)c1,10,-2,-4,10,-1,2,17,0,7
O=C(Nc1ccc2c(c1)OCO2)C1CCN(S(=O)(=O)c2cccc3cccnc23)CC1,14,1,3,18,8,-1,3,-6,0
CCOC(=O)C(NC(=O)c1ccccc1)=C1CCCCC1,-9,-6,-20,-2,35,13,x,7,3
CCN(CC)S(=O)(=O)c1ccc(NC2c3ccccc3C(=O)N2Cc2ccc3c(c2)OCO3)cc1 (centres undefined),7,-5,-8,-4,-9,1,x,2,2
COc1cccc(C2CC(c3ccccc3OC)n3ncnc3N2)c1 (centres undefined),-6,6,-17,9,-1,3,11,3,15
OCC(C#CCN1CCCCC1)NCc1ccccc1 (centres undefined),2,-5,-1,-19,9,3,4,7,14
CSCC[C@H](NC(=O)NCCc1ccc(F)cc1)C(=O)O,-1,12,5,4,-3,3,12,-1,-5
Cc1cc(C)nc(/N=C2\NC(=O)CC(C(=O)O)N2CCc2c[nH]c3ccccc23)n1 (centres undefined),6,7,9,7,-1,1,14,2,6
CC(C)(C)c1ccc(C(=O)N2CCC(C(=O)NCC3CCCO3)CC2)cc1 (centres undefined),7,11,14,-7,1,12,18,4,5
Cc1nn(Cc2ccccc2)c2c1C(c1ccco1)C(C#N)=C(N)O2 (centres undefined),-1,-14,1,-10,4,-11,-11,3,-2
Cc1cc(C)c(C(=O)CSc2nnc(-c3ccccc3Br)o2)cc1C,3,16,19,2,6,-16,4,4,-17
CC(=NC1CCN(Cc2ccccc2)CC1)c1c(O)[nH]c(=O)[nH]c1=O,1,-15,29,-7,1,10,5,4,4
CC(=O)/C(C(=N)N1CCN(Cc2ccccc2)CC1)=C(\C)O,1,10,4,-5,-1,4,x,3,7
CCCc1cc(=O)oc2cc(C)cc(OCC(=O)O)c12,6,5,-3,10,-3,7,-9,1,-9
CC(C)NC(=O)CSc1nnc(-c2ccc(S(=O)(=O)N3CCCC3)cc2)n1CC1CCCO1 (centres undefined),-6,7,-21,8,2,7,10,3,-1
Cn1nnnc1SCC(=O)N1c2ccccc2Sc2ccc(Cl)cc21,3,1,-2,7,4,-3,4,4,-3
O=C(c1ccc(N2CCOCC2)nc1)N1CCCCC1,2,9,10,-6,1,-5,7,5,14
COC(=O)c1ccc(Nc2cc(C)nc3nc(C)nn23)cc1,5,13,-3,7,5,6,x,5,10
O=C(c1cccc(Cl)c1)N1CCN(C(=O)c2ccco2)CC1,2,12,7,8,4,-3,22,2,5
O=C(Nc1c(F)cc(F)cc1Br)c1cc(-c2ccc(O)cc2)on1,8,16,20,13,6,1,6,1,8
COc1cccc(-c2nnc3n2N=C(C(C)(C)C)CS3)c1,7,-2,-3,12,0,13,-4,3,5
CCN1CCN(C(c2cccs2)C(C)NC(=O)c2ccccc2F)CC1 (centres undefined),7,-2,-2,13,-5,9,-8,2,-10
O=C(CSc1nnc(C2CC2)n1Cc1ccccc1)c1ccc(S(=O)(=O)N2CCOCC2)cc1,-14,-14,-161,11,-8,10,7,-2,-20
CCc1cc2c(=O)c(-c3cnn(-c4ccccc4)c3)coc2c(CN2CCOCC2)c1O,4,0,-2,15,4,2,-8,-7,4
CCSc1nc(O)c(CC)c(=O)n1C(C)CC (centres undefined),-7,-14,-59,-3,0,-12,4,6,1
CCOC(=O)N1CCN(S(=O)(=O)c2ccc3[nH]cc(C(=O)O)c(=O)c3c2)CC1,-11,-4,-28,-1,-7,-1,13,0,-4
O=C(CCCN1CCC(O)(c2ccc(Cl)cc2)CC1)c1ccc(F)cc1,2,-8,-13,-19,4,5,-10,-2,14
COC(=O)c1cc(OC)c(OC)cc1NC(=O)c1ccccc1,2,-7,-29,25,-5,-4,-5,0,-8
Cc1ccc(N(CC(=O)NC2CCCCCC2)S(=O)(=O)c2c(C)nn(C)c2C)cc1,-2,7,-7,12,0,5,-2,1,-1
Cc1occc1-c1nnc(SCC(=O)Nc2nccs2)n1CCc1ccccc1,0,-8,-43,4,1,-11,-9,-5,7
COC(=O)C1=C(C)N=c2s/c(=C/c3cccs3)c(=O)n2C1c1cccs1 (centres undefined),15,56,13,-1,2,6,6,4,14
Cc1cc(C)n(-c2nnc(C)n2/N=C/c2ccccc2OCc2ccccc2Cl)n1,5,9,12,4,2,4,7,-1,-2
O=C(c1ccc(Br)o1)N(Cc1ccccc1)c1ccccn1,4,-13,-11,-20,2,4,7,0,7
Cc1ccc(S(=O)(=O)C(C#N)c2nc3ccccc3nc2N2CC(C)OC(C)C2)cc1C (centres undefined),-3,8,0,1,2,14,5,11,13
O=C(NCc1ccco1)c1ccc(CS(=O)(=O)Cc2ccc(F)cc2)o1,3,15,-14,12,2,5,14,5,-5
CCN(CC)CCCN(Cc1cc2cc3c(cc2[nH]c1=O)OCO3)C(=O)Nc1ccccc1OC,5,3,-5,7,-1,3,-32,4,3
CC(=O)c1cccc(NC(=O)CN2C(=O)NC3(CCCCCCC3)C2=O)c1,9,12,13,18,0,-15,32,2,3
CN(C)c1ccc(-c2nn3c(-c4ccccc4Cl)nnc3s2)cc1,-9,5,-20,1,-5,-7,-11,-2,-11
COc1cc2cc(CN(Cc3nnnn3C3CCCC3)C3CCCC3)c(=O)[nH]c2cc1OC,10,9,15,3,5,-16,14,2,17
COc1ccc(C2C=C(c3ccccc3)Nc3nc(CCCO)nn32)cc1 (centres undefined),41*,10,-26,2,0,9,-52,-2,10
